Rv3671c inh: inhibits the M. tuberculosis serine protease Rv3671c; P9WHR9; hit rate 0.048% among 320,000; inhibition, % at 5.96 µM; in the data active means inhibition above about 38%;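 further: extracellular domain of Rv3671c used as enzyme; 0% = enzyme with DMSO and 100% = no enzyme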
GDH-TPI counter: inhibits GDH-TPI coupling enzymes, artifact for Mtb FBA screen. inhibition, % at 4.8 µM. hit rate 1.2% among 360,000. GDH-TPI coupled enzyme counterscreen, NADH absorbance; in the data active means inhibition above about 30%;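 further: 0% = DMSO wells and 100% = wells lacking the enzyme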
BH1578 lux ind: inducers of Vibrio cholerae quorum light production without autoinducers; activation, % at 18.7 µM; V. cholerae BH1578 lux reporter, luminescence, 6 h; hit rate 0.16% among 350,000; in the data active means activation mostly above about 9.7%, no sharp cut-off; further: not every result past the cut was called active; inactives centre near 0; reference of the scale not given here
PriA SSB inh: K. pneumoniae PriA-SSBct interaction inhibition; AlphaScreen SSBct-PriA binding, biotinylated peptide; inhibition, % at 33 µM; hit rate 0.6% among 430,000; AID 1272365; in the data active means inhibition mostly above about 37%, no sharp cut-off; inactive means mostly below about 20%;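 further: plate controls were negative control peptide for no effect and reference peptide for full effect; strong numbers were not always called active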
3CLpro inhibitor: SARS-CoV 3CLpro protease inhibition; P0C6X7; recombinant SARS-CoV 3CLpro, quenched FRET peptide cleavage; inhibition, % at 6 µM; hit rate 0.14% among 290,000; AID 1706; in the data active means inhibition above about 12%
FBA Mtb inh: inhibitors of M. tuberculosis fructose-bisphosphate aldolase | P9WQA3 | hit rate 2.3% among 360,000 | purified M. tuberculosis FBA, fluorescence read-out | inhibition, % at 1 µM; in the data active means inhibition above about 27%;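 further: 0% = vehicle and 100% = reference inhibitor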
MazF activator: increases E. coli MazEF RNase cleavage of RNA. FAM/BHQ RNA-DNA oligo cleavage fluorescence, 5 h. activation, % at 20 µM. hit rate 0.32% among 350,000; in the data active means activation above about 50%
Target sequence (P0AE70 whole entry, looked up): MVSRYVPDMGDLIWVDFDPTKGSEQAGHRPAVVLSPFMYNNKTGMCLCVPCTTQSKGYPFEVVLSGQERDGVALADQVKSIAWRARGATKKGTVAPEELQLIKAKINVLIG
Mtb UGM inh: blocks M. tuberculosis UGM enzyme. AID 504406. purified UGM, fluorescence polarization probe displacement. P9WIQ1. inhibition, % at 10 µM. hit rate 0.06% among 320,000; in the data active means inhibition above about 10%, passing the limit was not always enough
Target sequence (P9WIQ1 whole entry, looked up): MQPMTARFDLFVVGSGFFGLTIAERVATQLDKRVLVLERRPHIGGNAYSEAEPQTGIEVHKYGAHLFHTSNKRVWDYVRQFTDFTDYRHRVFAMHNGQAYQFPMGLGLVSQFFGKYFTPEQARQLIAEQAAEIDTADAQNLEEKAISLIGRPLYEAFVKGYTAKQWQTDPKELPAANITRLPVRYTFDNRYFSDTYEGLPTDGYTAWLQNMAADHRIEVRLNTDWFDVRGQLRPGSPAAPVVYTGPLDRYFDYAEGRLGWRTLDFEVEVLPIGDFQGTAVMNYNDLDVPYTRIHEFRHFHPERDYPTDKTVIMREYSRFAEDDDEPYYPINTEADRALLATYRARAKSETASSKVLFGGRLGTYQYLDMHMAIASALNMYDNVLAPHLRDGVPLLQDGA
DUSP3 inh: inhibitors of human VHR1 phosphatase (DUSP3); P51452; recombinant VHR phosphatase, pNPP absorbance; inhibition, % at 13.3 µM; hit rate 0.52% among 290,000; AID 1654; in the data active means inhibition above about 50%; further: some compounds called inactive have numbers as strong as hits
Target sequence (P51452 whole entry, looked up): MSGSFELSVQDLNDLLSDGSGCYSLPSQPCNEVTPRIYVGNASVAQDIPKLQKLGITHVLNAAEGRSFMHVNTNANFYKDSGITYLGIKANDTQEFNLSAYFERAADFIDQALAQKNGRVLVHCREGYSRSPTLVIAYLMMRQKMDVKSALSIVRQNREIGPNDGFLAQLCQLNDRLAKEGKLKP
BioA inh: blocks M. tuberculosis BioA enzyme activity; hit rate 0.096% among 360,000; AID 602481; inhibition, % at 9.99 µM; purified M. tuberculosis BioA enzyme, plate reader; in the data active means inhibition above about 40%
An asterisk follows results filed as active; i = inactive; . = not tested or not shown.

nr	compound	Rv3671c inh	GDH-TPI counter	BH1578 lux ind	PriA SSB inh	3CLpro inhibitor	FBA Mtb inh	MazF activator	Mtb UGM inh	DUSP3 inh	BioA inh
1	Cc1ccc(C(=O)NC2(C(F)(F)F)N=C3SCCN3C2=O)cc1 (configuration not stated)	-4	-5	i	-9	2	2	2	0.0	-2	-0.6
2	CC(=O)/C(=N/Nc1ccccc1)N1CCOCC1	-5	19	0.0	.	-1	1	-6	4.8	6	-0.9
3	COc1cc(/C=C/C(=O)O)ccc1OS(=O)(=O)c1cc(C)ccc1C	1	2	-0.2	-8	6	4	0	2.4	8	.
4	COc1ccc(CNC(=O)COc2cc3c(c4oc(=O)cc(C)c24)CCC(C)(C)O3)cc1OC	0	14	-0.4	1	-1	39*	6	-1.1	41	0.3
5	CC(C)Cn1c(Cc2ccccc2)n[nH]c1=S	3	-1	-2.8	-8	-8	0	-9	-0.6	5	0.0
6	COc1ccc(OCC(=O)Nc2cc(S(=O)(=O)N3CCCCC3)ccc2OC)cc1	-14	-1	-6.2	-6	.	-1	-2	1.8	.	-1.5
7	O=C(CC(c1ccccc1)c1ccccc1)NCCOCc1ccccc1	3	3	-0.4	-20	5	1	-4	-3.9	6	1.1
8	CCOC(=O)C1CCCN(C(=O)Cc2ccc(C)cc2)C1 (configuration not stated)	1	-5	5.0	-22	3	-2	-1	-1.2	24	-0.7
9	CC(=O)c1cccc(NC(=O)c2ccc(N(C)S(=O)(=O)c3ccc(C)cc3)cc2)c1	-57	6	-0.3	-7	5	3	-13	0.1	18	0.1
10	O=C(Cc1ccc(Br)cc1)OCC(=O)N1CCc2ccccc2C1	5	4	-1.4	11	0	-1	-22	-0.9	0	-1.3
11	CN1CCN(S(=O)(=O)c2cccc(C(=O)Nc3ccc(Br)cc3Br)c2)CC1	-3	4	-3.1	4	-3	-1	-2	-1.6	5	2.7
12	CC(C)(C)c1ccc(Cn2nc(CC(=O)O)c3ccccc3c2=O)cc1	-1	3	-0.4	-8	9	3	-13	-1.2	35	4.9
13	C/C(CC(=O)Nc1ccc([N+](=O)[O-])cc1)=N/NC(=O)C1C2CCCCC21 (configuration not stated)	-7	12	-0.6	.	1	-1	11	-0.4	-16	-0.7
14	O=C(CC1SC(N2CCOCC2)=NC1=O)Nc1ccc(Cl)c(C(F)(F)F)c1 (configuration not stated)	1	3	i	-21	.	3	8	4.1	.	-1.5
15	O=C(Nc1cccc(Cl)c1)c1nc[nH]c1C(=O)N1CCc2ccccc2C1	-16	-3	i	-3	.	4	5	-0.3	.	-2.0
16	CCc1ccc2c(CN3CC=C(c4ccccc4)CC3)cc(=O)oc2c1	-2	1	-0.2	-11	-1	5	-9	0.0	1	.
17	CC(=O)Nc1ccc(S(=O)(=O)n2cnc(C)c2)cc1	12	9	-0.3	-5	-5	0	3	-3.1	32	-0.4
18	Cc1cccc(N2CC(c3nc4ccccc4n3C)CC2=O)c1C (configuration not stated)	4	7	-0.6	-3	2	5	-5	-3.0	4	-0.6
19	Cc1cccc(C)c1NC(=O)CSc1nnc(-c2cnccn2)n1C	0	-2	-0.4	-13	1	0	8	2.4	6	-1.4
20	COC(=O)c1ccc(C)c(NC(=O)CN2C(=O)c3ccccc3S2(=O)=O)c1	4	-2	i	-7	5	-2	1	3.0	-8	-1.2
21	O=C(Nc1cccc(Cl)c1)OCCOCCOC(=O)Nc1cccc(Cl)c1	.	6	i	-6	.	0	1	.	.	-2.0
22	CN(C)C(=O)CCSc1nnc(-c2ccco2)o1	1	-6	101*	-5	-4	1	-4	-0.4	14	0.9
23	Cc1cc(C)nc(SCc2nnc(SCC(N)=O)o2)n1	4	-7	i	-18	1	-2	4	0.3	16	.
24	C=CCn1c(SCCOc2ccc(OC)cc2)nnc1C(C)NC(=O)Cc1ccc(OC)cc1 (configuration not stated)	0	3	-0.2	-12	2	9	-1	-0.9	-7	.
25	O=C(NCc1nc2ccccc2[nH]1)c1cc2ccccc2oc1=O	2	4	-0.2	3	-4	-3	-8	0.3	-2	-2.6
26	O=C1C(=O)N(Cc2cccs2)c2ccccc21	-5	8	i	0	4	1	6	-0.8	27	8.3
27	Cc1cccc(C(=O)OCC(=O)Nc2ccc3c(c2)OCCO3)c1O	-10	-4	i	-5	.	1	-4	-6.1	.	-2.3
28	Cc1ccc2nc(N3CCN(C(=O)c4ccccc4F)CC3)c(C#N)cc2c1	.	-24	i	-11	.	6	6	.	.	4.4
29	CCOC(=O)C1C(c2ccc(O)c(OC)c2)NC(=O)NC1(O)C(F)(F)F (configuration not stated)	-4	-24	-0.2	2	-2	-4	10	2.7	-32	-2.8
30	Cc1ccc(CN2C3=NC(=O)CN3c3ccccc32)cc1	8	5	-1.7	-19	-8	2	2	-0.3	7	.
31	Cc1cc(C)cc(N(CC(=O)O)S(=O)(=O)c2c(C)noc2C)c1	1	3	i	-5	2	1	4	4.0	23	1.1
32	Cc1ccc(NC(=O)Nc2nnc([C@@H]3C[C@H](O)[C@@H](CO)O3)s2)cc1	.	14	-0.7	.	.	3	.	.	.	0.2
33	CC(C)(C)Nc1nc(Cl)nc(N(C#N)CN2C(=O)c3ccccc3S2(=O)=O)n1	-19	15	-0.5	-3	5	2	2	-1.5	-5	.
34	CCOC(=O)c1c(NC(=S)Nc2ccc(OC)cc2)sc2c1CCC2	3	2	-0.3	3	-4	-2	-16	0.4	-18	.
35	O=C(Nc1ccc2c(c1)OCO2)C(c1ccccc1)N1CCC2(CC1)OCCO2 (configuration not stated)	0	1	-7.7	-13	1	1	5	5.3	9	2.6
36	O=C(Nc1ccccc1)Nc1cccc2nsnc12	-19	2	-0.3	-55	0	-1	0	-0.9	14	.
37	Cc1ccc(S(=O)(=O)N2CCOCC2)cc1C(=O)OCC(=O)NC1CCCC1	-1	1	i	3	.	1	5	-1.8	.	0.7
38	CC(C)OC(=O)Nc1ccc2c(c1)N(C(=O)N1CCN(C)CC1)c1ccccc1CC2	2	3	-1.0	-18	-2	0	0	2.2	29	10
39	CC(C)(C)Cc1c(-c2ccc(F)cc2)nc2ccc(Cl)cn12	.	2	i	.	.	-2	-1	.	.	1.9
40	Cn1cc(C(=O)C(F)(F)F)c2ccccc21	-4	10	-1.1	-13	7	0	2	0.3	10	0.3
41	Cc1c(SCCO)c(=O)[nH]c2cc3c(cc12)OCO3	5	17	i	-19	1	35*	-2	-1.1	-28	-2.5
42	CCO[C@H]1OC(C(=O)N2CCN(Cc3ccccc3)CC2)=C[C@@H](c2ccc(C(F)(F)F)cc2)[C@@H]1CCCO	1	7	0.6	-1	0	3	10	1.1	14	0.9
43	Nn1c(Cc2ccccc2)nc2sc3c(c2c1=O)CCC3	-4	-1	i	-1	3	4	7	1.6	10	.
44	O=C(NCCc1nc(-c2ccccc2)no1)c1ccco1	9	2	i	-7	.	3	3	-1.2	.	-1.7
45	Cc1cccc(N(C(=O)c2ccc(CN3CCOCC3)o2)C(C(=O)NC(C)(C)C)c2ccc(F)cc2)c1 (configuration not stated)	4	-2	i	-8	1	4	-4	0.4	13	.
46	O=C(N/N=C/c1c[nH]c2ccc(Br)cc12)c1ccc2c(c1)OCO2	9	10	1.4	.	4	1	24	0.5	20	.
47	CCOC(=O)CSc1nc2c(c(=O)n(Cc3ccccc3Cl)c(=O)n2C)n1C	7	9	i	-7	1	88*	2	-1.6	37	0.1
48	CCN1CCCC1CNC(=O)c1ccc2c(c1)NC(=O)/C(=C\c1ccc(C)cc1)S2 (configuration not stated)	-22	12	i	17	0	-3	-32	-0.8	-13	-1.6
49	CCC/C(=N/NC(=O)c1nnn(-c2nonc2N)c1CN1CCCCC1)c1ccccc1	1	9	-0.4	.	.	1	1	-2.8	.	-0.3
50	COCC(=O)n1nc(-c2ccccc2)nc1NCc1ccc(F)cc1	3	9	i	-7	-2	7	1	3.9	29	1.6

Going on with the list.
nr	compound	Rv3671c inh	GDH-TPI counter	BH1578 lux ind	PriA SSB inh	3CLpro inhibitor	FBA Mtb inh	MazF activator	Mtb UGM inh	DUSP3 inh	BioA inh
51	O=C(O)CSc1nnc(-c2ccc(Cl)cc2)n1-c1ccccc1	12	7	i	.	3	3	.	-2.0	8	4.5
52	Cn1cccc1C1Nc2ccccc2NC2=C1C(=O)CC(C)(C)C2 (configuration not stated)	-4	10	i	-13	1	1	-259	4.4	27	-1.4
53	Cc1ccc2nc(C3CCN(C(=O)NCc4ccccc4)CC3)[nH]c2c1	3	10	-1.2	-9	3	2	2	-2.3	32	7.9
54	CCN(Cc1nc2cc(Cl)ccc2c(=O)[nH]1)C(=O)CN1C(=O)NC2(CCCCC2C)C1=O (configuration not stated)	.	-5	2.1	0	.	1	1	.	.	-0.9
55	COc1ccc(NC(=O)Cn2c(=O)n(CC3CCCO3)c(=O)c3cc(OC)c(OC)cc32)cc1OC (configuration not stated)	1	10	0.0	-9	-10	6	11	2.0	13	3.6
56	COC(=O)c1c(C(C)=O)c(C)n(C)c1C	3	18	-0.4	4	1	-1	14	-0.3	-5	.
57	Nc1cc(OCC(F)(F)F)cc([N+](=O)[O-])c1	-7	9	-3.3	1	-6	1	3	-0.5	12	.
58	Cc1[nH]n(-c2ccccc2)c(=O)c1/C=N/N1CCOCC1	-5	6	-0.6	.	1	-3	13	5.4	21	-0.1
59	Cc1cc(C(=O)COC(=O)C2=COCCO2)c(C)n1-c1ccccc1	-4	1	-1.0	-16	.	-3	7	-0.8	.	.
60	CCOC(=O)c1c(NC(=O)CSc2nnc(-c3ccco3)o2)sc(C(C)=O)c1C	-5	4	i	-11	4	-7	-10	1.0	-10	2.8
61	CCOc1cc(-c2nn3cnnc3s2)cc(OCC)c1OCC	-4	-4	0.4	-17	-2	6	-5	-1.9	43	.
62	C=CC[C@H](CC(=O)N[C@H](CO)Cc1ccccc1)C(=O)N[C@H](COC(=O)[C@H](CC=C)CC(=O)OC(C)(C)C)Cc1c[nH]c2ccccc12	-6	9	i	16	.	-4	0	2.7	.	-1.4

Gathered by group, the compounds so far with a cyano group.
nr	compound	Rv3671c inh	GDH-TPI counter	BH1578 lux ind	PriA SSB inh	3CLpro inhibitor	FBA Mtb inh	MazF activator	Mtb UGM inh	DUSP3 inh	BioA inh
28	Cc1ccc2nc(N3CCN(C(=O)c4ccccc4F)CC3)c(C#N)cc2c1	.	-24	i	-11	.	6	6	.	.	4.4
33	CC(C)(C)Nc1nc(Cl)nc(N(C#N)CN2C(=O)c3ccccc3S2(=O)=O)n1	-19	15	-0.5	-3	5	2	2	-1.5	-5	.

Screening data as filed in PubChem BioAssay.

The list is partial, so the mix of outcomes need not match the whole.
